Source: PubChem BioAssay
procasp3 activ – activators of human procaspase-3 D3A mutant, primary screen, biochemical, absorbance, PC-3 D3A mutant, single concentration | AID 463141, 2010 | activation, % at 8.5 µM | 330,000 compounds, 0.11% hits | Caspase-3 (Homo sapiens), P42574 | recombinant procaspase-3 D3A, Ac-DEVD-pNA absorbance 405 nm;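 active means activation above the mean of all tested compounds plus 3 SD, cut at about 21% in these data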;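 further: 0% = DMSO alone and 100% = DMSO wells spiked with extra 5 µM PC-3 D3A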
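Assay system: Procaspase-3 D3A mutant, all three cleavage aspartates alanine. Buffer or medium: Zinc-free HEPES saline buffer with Triton X-100. Times: 1 h compound preincubation, 2 h substrate hydrolysis at 25 °C. Measured by: 405 nm absorbance of p-nitroaniline, reads at 0 and 120 min. Read-out basis: percent activation relative to control range. Replicates: singlicate.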
RPL19A-GFP yeast – RPL19A-GFP expression modulators in yeast, primary screen, cell-based, S. cerevisiae, multiplex flow cytometry, MLPCN; percent response vs DMSO, % at 10 µM; S. cerevisiae RPL19A-GFP strain, 3 h; active compounds read low; 330,000 compounds, 0.3% hits;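 active means percent response vs DMSO below 50%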;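 further: median channel GFP fluorescence of the barcoded RPL19A-GFP strain; ratio of sample median GFP to plate DMSO average so 100% = DMSO; lower means less RPL19A-GFP as with rapamycin TOR inhibition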
MEP2 TOR yeast – modulators of MEP2-GFP levels in yeast, primary screen, S. cerevisiae, multiplex flow cytometry, MLPCN library; S. cerevisiae MEP2-GFP strain, 3 h; 100% = DMSO control level; GFP response vs DMSO, % at 10 µM; 330,000 compounds, 0.51% hits;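 active means GFP response versus DMSO above a set limit, roughly screen mean plus 3 SD, cut at about 180% in these data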;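 further: median GFP fluorescence of the barcode-gated MEP2-GFP cells per well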
AHR act – AHR activators, primary screen, cell-based, luminescence, luciferase reporter, human; 320,000 compounds, 2.5% hits; Aryl hydrocarbon receptor (Homo sapiens), P35869; AID 2796, 2010; activation, % at 5 µM; AHR-responsive luciferase reporter cells; in the data active means activation above about 47%;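 further: 0% = vehicle wells and 100% = reference agonist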
ZTA DNA inh – counter-screen for EBNA-1 inhibitors: inhibitors of Epstein-Barr virus ZTA; ZTA-DNA binding, fluorescence polarization; inhibition, % at 11 µM; 320,000 compounds, 0.15% hits; AID 2234; in the data active means inhibition above about 33%
procasp7 counter – procaspase-7 activators, primary screen, counter-screen for procaspase-3 activator project, biochemical, absorbance, HTS, human. AID 463210, 2010. 330,000 compounds, 0.093% hits. Caspase-7 (Homo sapiens), P55210. activation, % at 8.5 µM. recombinant procaspase-7, Ac-DEVD-pNA absorbance 405 nm; D23A/D198A/D206A triple mutant, cannot self-cleave; scale: DMSO 0, 5 µM enzyme 100;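 active means percent activation above the screen-wide mean plus 3 SD, cut at about 25% in these data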
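buffer or medium = Zinc-free HEPES/NaCl buffer, pH 7.4 | material = Procaspase-7 triple mutant (PC-7 D3A) | input = 2 µM procaspase-7 mutant as dispensed | signal = Epi-absorbance of released pNA at 405 nm, two timepoints | timing = 1 h preincubation, 2 h reaction | replicates = singlicate compound testing | evaluation = % activation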
EBNA-1 inhibitor – EBNA-1 DNA-binding inhibitors, primary screen, biochemical, fluorescence polarization; inhibition, % at 14.8 µM; 300,000 compounds, 0.34% hits; in the data active means inhibition above about 28%
LAP4-GFP MLPCN – modulators of LAP4-GFP expression in yeast, primary screen, S. cerevisiae, multiplex flow cytometry, MLPCN library; 3 h; median GFP as percent of DMSO wells; GFP response vs DMSO, % at 10 µM; 320,000 compounds, 0.34% hits; AID 2023, 2009;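 active means GFP response vs DMSO above a set limit, about the screen mean plus 3 SD, cut at about 150% in these data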
* marks the source's active call; other numbers are inactive results; / = no result given; [ ] = remark or other dose.

1. Nc1cc2ccccc2oc1=O
2. Cn1ncc(Cl)c1C(=O)N1CCN(S(=O)(=O)c2ccc(Cl)s2)CC1
3. C/C(CC(=O)NCCCN1CCOCC1)=N\NC(=O)COc1ccc(C)cc1
4. Cc1ccc(C(=O)C(C)OC(=O)Cn2[nH]c(=O)c3ccccc3c2=O)cc1 (stereo unspecified)
5. COc1ccccc1C(=O)NCCCNC(=O)c1cccnc1
6. COc1ccc(S(=O)(=O)NNC(=O)Nc2ccc(C)cc2)c(OC)c1

compound no.	1	2	3	4	5	6
procasp3 activ	2	1	8	-5	-10	-5
RPL19A-GFP yeast	96	100	101	107[may fluoresce green]	103	100
MEP2 TOR yeast	112	105	98	103[may fluoresce green]	110	98
AHR act	10	-2	-1	-1	5	-2
ZTA DNA inh	10	4	7	-2	1	11
procasp7 counter	-1	0	-5	-4	6	2
EBNA-1 inhibitor	3	11	6	0	-5	-1
LAP4-GFP MLPCN	96	100	102	99[may fluoresce green]	93	94

7. C#CCOCCOCCOCCNc1nc(N2CCN(C(=O)CCCCCCCCCCNC(=O)[C@H](CCCCN)n3cc(C)nn3)CC2)nc(N2CCN(C(=O)CCCCCCCCCCNC(=O)[C@H](CCCCN)n3cc(CCCC(=O)O)nn3)CC2)n1
8. CCN(C(=O)c1ccc(=O)n(C)n1)c1c(N)n(Cc2ccccc2)c(=O)[nH]c1=O
9. Cc1cccc(-n2c(O)c(C=Nc3ccccc3N)c(=O)[nH]c2=O)c1
10. COC(=O)c1sccc1NC(=O)Nc1ccccc1F
11. COc1cc(/C=C2/NC(=O)N(Cc3ccccc3F)C2=O)cc(OC)c1OC
12. COc1cc(OC)cc(C(=O)N[C@@H](CCSC)c2nc3ccccc3[nH]2)c1

compound no.	7	8	9	10	11	12
procasp3 activ	7	1	-2	-6	-3	0
RPL19A-GFP yeast	90	100	101	99	99	100
MEP2 TOR yeast	87	102	97	108	110	102
AHR act	-3	-1	0	16	28	2
ZTA DNA inh	8	/	11	-2	10	-14
procasp7 counter	0	-2	-17	-8	0	1
EBNA-1 inhibitor	10	/	7	0	-2	-12
LAP4-GFP MLPCN	141	95	94	97	101	90

13. COc1cccc(CN(C(=O)/C=C/c2ccc(Cl)cc2)C2CCS(=O)(=O)C2)c1 (stereo unspecified)
14. COc1cc(/C=N\NC(=O)c2ccc(-c3ccccc3)cc2)cc(Br)c1O
15. NC1=NN=C(N2N=C(c3ccc(Br)cc3)CC2(O)C(F)(F)F)n2ncnc2C1 (stereo unspecified)
16. COCCN(Cc1ccccc1)C(=S)Nc1ccc(OC(F)F)cc1
17. O=C(Nc1ccc(Cl)cc1)/C(=C/c1cccc(O)c1)c1nc2ccccc2s1
18. O=C(CC1C(=O)NCCN1CCCc1ccccc1)NCCc1ccccc1F (stereo unspecified)

compound no.	13	14	15	16	17	18
procasp3 activ	0	-16	3	-7	-10	-5
RPL19A-GFP yeast	106	104	101	106	101	99
MEP2 TOR yeast	99	98	99	97	103	109
AHR act	0	7	8	0	4	8
ZTA DNA inh	-1	13	7	0	16	-5
procasp7 counter	9	-15	-2	-5	0	3
EBNA-1 inhibitor	3	5	-14	7	10	-10
LAP4-GFP MLPCN	102	100	98	95	106	91

19. CN(C)CCNC(=O)C(c1ccccc1)c1ccccc1
20. Cc1csc(Sc2nc3c(c(=O)[nH]c(=O)n3C)n2CCCc2ccccc2)n1
21. CN=CC1=C(O)c2ccccc2C1=O
22. COCCN(C(=O)COc1ccc(Cl)cc1)c1nnc(-c2cccnc2)s1
23. CCN(CC)CCCNC(=O)C1CCC(CNS(=O)(=O)c2ccc(Cl)cc2)CC1 (stereo unspecified)
24. CCN(CC)c1ncnc2sc3c(c12)CCC3

compound no.	19	20	21	22	23	24
procasp3 activ	4	6	2	2	6	7
RPL19A-GFP yeast	99	96	96	103	101	/
MEP2 TOR yeast	98	98	97	105	102	92
AHR act	-2	1	8	1	0	3
ZTA DNA inh	14	-1	-2	0	15	-2
procasp7 counter	-7	5	-1	-5	5	4
EBNA-1 inhibitor	4	2	8	-1	8	8
LAP4-GFP MLPCN	/	95	101	106	88	114

25. CCCCCn1c(SCC(=O)CC(=O)OCC)nc2cc(C(=O)N3CCC(C(N)=O)CC3)ccc2c1=O
26. COc1ccccc1NC(=O)CSc1nnc2ccc(-c3ccccn3)nn12
27. COc1ccc(OCCSc2nc(-c3ccccc3)cc(=O)[nH]2)cc1
28. CCN1CCN(c2oc(COc3ccc(Cl)cc3)nc2C#N)CC1
29. O=C(Cn1ccc(C(F)(F)F)n1)N/N=C/c1ccc2c(c1)OCO2
30. CCOc1ccc(NC(=O)C2CCN(S(=O)(=O)c3cccnc3)CC2)cc1

compound no.	25	26	27	28	29	30
procasp3 activ	13	8	0	2	-15	7
RPL19A-GFP yeast	102	98	94	104	104	98
MEP2 TOR yeast	111	88	101	105	99	99
AHR act	1	45	0	-1	29	1
ZTA DNA inh	-4	3	-4	7	-15	-7
procasp7 counter	4	-2	6	2	7	-9
EBNA-1 inhibitor	0	-5	-1	8	-11	1
LAP4-GFP MLPCN	104	107	108	113	94	100

31. Cc1ccc(CCNC(=O)C2CCC(=O)N2Cc2cccnc2)cc1 (stereo unspecified)
32. N#CC1=C(N)N2C(=C(C#N)C1c1cccc(Br)c1)Nc1ccccc12 (stereo unspecified)
33. O=C(Cn1nnc(-c2ccccc2F)n1)Nc1ccc(S(=O)(=O)NC2CCCC2)cc1
34. Cc1ccc(S(=O)(=O)NCCC(=O)NNC(=O)COc2ccc(Br)cc2)cc1C
35. Cc1ccc2c(c1)N(CC(=O)NCc1cccnc1)C(=O)CO2
36. C=CCn1c(C)cc(C(=O)COC(=O)CCc2cc(OC)c(OC)c(OC)c2)c1C

compound no.	31	32	33	34	35	36
procasp3 activ	0	4	7	-7	3	-1
RPL19A-GFP yeast	/	101	96	98	97	104
MEP2 TOR yeast	102	104	94	100	102	105
AHR act	3	21	0	0	7	-2
ZTA DNA inh	-3	-4	-12	-5	-7	/
procasp7 counter	4	6	1	5	2	-3
EBNA-1 inhibitor	-4	-4	12	/	-1	/
LAP4-GFP MLPCN	96	90	94	109	107	89

37. NC(=O)CN(C/C=C/c1ccccc1)C/C=C/c1ccccc1
38. O=c1c(-c2ccnn2-c2ccccc2F)cnc2n1CCS2
39. CSc1nnc(C)c(=O)n1COC(=O)COc1ccccc1
40. CCOc1cc(S(=O)(=O)N2CCN(C(=O)c3ccco3)CC2)ccc1F
41. Cc1cc(NC(=O)CSc2nnc3c(C)cc4cc(C)c(C)cc4n23)no1
42. O=c1c2c3c(sc2nc2n1CCCCC2)CCCC3

compound no.	37	38	39	40	41	42
procasp3 activ	-8	-5	3	2	5	0
RPL19A-GFP yeast	103	100	102	101	100	98
MEP2 TOR yeast	99	103	102	117	99	102
AHR act	55*	3	-2	-1	-1	6
ZTA DNA inh	3	-1	-10	-3	-8	-10
procasp7 counter	-7	5	8	2	-5	-6
EBNA-1 inhibitor	-18	0	3	2	5	2
LAP4-GFP MLPCN	88	103	100	91	101	99

43. O=C(CCCc1ccccc1)Nc1ccnn1C1CCN(Cc2ccccn2)CC1
44. N#CCN1CCC/C1=C\[N+](=O)[O-]
45. CCCc1cc(=O)n2[nH]c(Cc3ccccc3)nc2n1
46. CCOC(=O)C1=NN(c2ccc(OC)cc2)C(c2ccccc2)CC1=O (stereo unspecified)
47. Brc1cccc(/C=N/Nc2nn[nH]n2)c1
48. Cc1ccc(NS(=O)(=O)c2ccc(NS(=O)(=O)c3cccs3)cc2)cc1

compound no.	43	44	45	46	47	48
procasp3 activ	4	-4	-4	-7	4	-1
RPL19A-GFP yeast	96	99	100	95	97	95
MEP2 TOR yeast	96	109	104	100	102	97
AHR act	4	0	1	6	3	21
ZTA DNA inh	-1	5	0	-6	1	7
procasp7 counter	3	4	6	-3	-1	-5
EBNA-1 inhibitor	-7	2	-1	-15	5	3
LAP4-GFP MLPCN	99	98	105	96	112	102

49. N#C/C(=C\c1ccncc1)C(N)=O
50. CN=c1scc(C)n1/N=C/c1ccc(O)c(O)c1O
51. CC(CC(=O)NC1CCSC1=O)c1ccccc1 (stereo unspecified)
52. CCOc1cccc2sc(N(CCN(CC)CC)C(=O)c3cccc([N+](=O)[O-])c3)nc12
53. COc1ccc(NC(=O)Cc2c[nH]c3ccccc23)cc1S(=O)(=O)N1CCCCC1
54. COC1C(C)=C(C)C(=O)N1Cc1ccc(F)cc1 (stereo unspecified)

compound no.	49	50	51	52	53	54
procasp3 activ	0	-21	7	4	-107	-3
RPL19A-GFP yeast	96	98	99	101	109	99
MEP2 TOR yeast	98	118	102	109	103	105
AHR act	3	15	1	0	20	3
ZTA DNA inh	-2	5	-10	14	9	1
procasp7 counter	-3	-32	-4	-8	4	1
EBNA-1 inhibitor	-14	-11	4	9	12	2
LAP4-GFP MLPCN	100	99	102	103	106	85

55. Cc1cc(C)nc(N/N=C/c2cc3c(cc2[N+](=O)[O-])OCO3)n1
56. CCOc1cc2[nH]c(=O)n(CCCCC(=O)NC3CCCCCC3)c(=O)c2cc1OCC
57. O=C(Nc1cccnc1)c1ccc(Br)s1
58. CCn1c(=O)c(=O)[nH]c2cc(C(=O)N3CCN(Cc4ccc5c(c4)OCO5)CC3)ccc21
59. COc1ccc(NC(=O)c2nnn(CC(=O)Nc3ccc4c(c3)OCO4)c2N)cc1OC
60. COc1ccc(Cc2nnc(NC(=O)c3ccc(C)cc3)s2)cc1OC

compound no.	55	56	57	58	59	60
procasp3 activ	7	4	6	-4	2	1
RPL19A-GFP yeast	101	95	102	110	104	106
MEP2 TOR yeast	88	102	111	103	112	109
AHR act	10	1	12	1	6	29
ZTA DNA inh	-10	14	0	-7	-2	16
procasp7 counter	4	7	1	1	2	5
EBNA-1 inhibitor	4	13	-1	-9	-17	3
LAP4-GFP MLPCN	71	99	110	109	102	93

61. COc1ccccc1C(=O)C(O)c1ccccc1OC (stereo unspecified)
62. COc1ccc(NC(C)C(=O)Nc2ccc(C#N)cc2)cc1Cl (stereo unspecified)
63. O=C(O)C1C2C=CC(O2)C1C(=O)Nc1ccc2c(c1)OCCO2 (stereo unspecified)
64. COc1ccc(Br)cc1S(=O)(=O)Nc1cccc(C)n1

compound no.	61	62	63	64
procasp3 activ	-1	2	-21	4
RPL19A-GFP yeast	99	105	101	91
MEP2 TOR yeast	113	105	103	93
AHR act	5	-1	-4	2
ZTA DNA inh	2	-4	-8	-6
procasp7 counter	4	8	-30	8
EBNA-1 inhibitor	-1	1	-1	-6
LAP4-GFP MLPCN	98	105	108	97

Structures from the list above that contain a thiophene ring, fused or not (six):
2. Cn1ncc(Cl)c1C(=O)N1CCN(S(=O)(=O)c2ccc(Cl)s2)CC1
10. COC(=O)c1sccc1NC(=O)Nc1ccccc1F
24. CCN(CC)c1ncnc2sc3c(c12)CCC3
42. O=c1c2c3c(sc2nc2n1CCCCC2)CCCC3
48. Cc1ccc(NS(=O)(=O)c2ccc(NS(=O)(=O)c3cccs3)cc2)cc1
57. O=C(Nc1cccnc1)c1ccc(Br)s1

compound no.	2	10	24	42	48	57
procasp3 activ	1	-6	7	0	-1	6
RPL19A-GFP yeast	100	99	/	98	95	102
MEP2 TOR yeast	105	108	92	102	97	111
AHR act	-2	16	3	6	21	12
ZTA DNA inh	4	-2	-2	-10	7	0
procasp7 counter	0	-8	4	-6	-5	1
EBNA-1 inhibitor	11	0	8	2	3	-1
LAP4-GFP MLPCN	100	97	114	99	102	110

Compounds as they come; overall some 3.8% were active at least once.
